AMA1-RON2 inh – disrupts binding of P. falciparum AMA1 to RON2 | actives 0.2% (n = 360,000) | Potency, µM (highest dose often 58.2 µM), for the others: top-dose activity change, negative = inhibition, most hits filed as inhibitors | AlphaScreen AMA1-biotinylated RON2 peptide binding;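 note: potency is the fitted concentration of half-maximal effect; 0% = vehicle wells and -100% = peptide control; nearly all actives have a fitted effect of over 45% in size; some results filed as inactive show a strong effect at the top dose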
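AMA1 (3D7) with his tag at 25 nM final met compounds first, then biotinylated RON2 peptide at 25 nM; detection used donor plus acceptor beads, 10 µg/mL apiece, read by AlphaScreen after 30 min at room temperature.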
AmpC inh no detg – blocks E. coli AmpC beta-lactamase in detergent-free assay; AmpC nitrocefin hydrolysis, absorbance 480 nm, 0.0001% Triton; Potency, µM (titrated, usually from 57.1 µM), without a hit: at the top dose activity change, negative = inhibition, hits mostly inhibitors; actives 0.52% (n = 330,000); AID 485341;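 note: potency is the fitted concentration of half-maximal effect; plate controls were no compound for no effect and no enzyme for full effect; nearly all actives have a fitted effect of over 20% in size; some results filed as inactive show a strong effect at the top dose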
Target sequence (P00811 whole entry, looked up): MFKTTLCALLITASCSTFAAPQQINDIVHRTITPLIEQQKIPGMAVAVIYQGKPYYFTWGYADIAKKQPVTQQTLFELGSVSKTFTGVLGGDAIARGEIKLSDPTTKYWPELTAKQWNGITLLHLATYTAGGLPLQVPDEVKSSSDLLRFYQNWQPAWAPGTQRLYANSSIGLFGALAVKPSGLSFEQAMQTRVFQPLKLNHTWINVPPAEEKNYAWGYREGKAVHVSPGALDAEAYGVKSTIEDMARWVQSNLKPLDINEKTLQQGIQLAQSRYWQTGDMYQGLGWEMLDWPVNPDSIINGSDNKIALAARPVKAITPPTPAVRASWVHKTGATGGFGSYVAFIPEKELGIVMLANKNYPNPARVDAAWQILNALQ
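AmpC (5.3 nM in the dispensed reagent) in 20 mM phosphate pH 7.0 with 0.01% (detergent screen) or 0.0001% Triton X-100 was preincubated with compounds for 15 min at room temperature. Nitrocefin was then added from an 800 uM solution, and hydrolysis was followed at 480 nm.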
HCMV inh – blocks human cytomegalovirus replication. activity change, negative = inhibition, % at 57.5 µM. actives 4.5% (n = 410,000). HFF cells, HCMV-luciferase reporter, 72 h; stronger effect = lower value; in the data active = activity change below about -60%; inconclusive = no clear call, values can overlap the other calls; inactive = above about -39%
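Screen run at 2 compound doses on HFFs infected with reporter HCMV, MOI 1 PFU/cell. Luciferase activity from cell lysates at 72 h post infection gave inhibition relative to buffer-only and Salinomycin wells.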
Starred values were filed as active, the others as inactive; ? = inconclusive; . = no result given; [ ] = another dose, or the depositor's remark. Unless noted, calls come from the whole dose curve; as a rule, active = well fitted inhibition curve with a large enough effect; inconclusive = small, poorly fitted or top-dose-only effect; inactive = no such curve, though single readings can be large or run the other way. Unless noted, % is set by controls: 0 for no effect and ±100 for the full control effect. Some of the compounds tested (hit frequency here may not be typical).

No.	compound	AMA1-RON2 inh	AmpC inh no detg	HCMV inh
1	C=CC[C@@H](CC/C=C/C=C/CC/C=C\[C@@H]1CSC([C@@H]2C[C@@H]2C)=N1)OC	8%	143%[activator]	.
2	Cc1ccc(-c2csc(NC(=O)c3c(C)noc3C)n2)s1	-8%	-21%	.
3	CCC[C@@H](CN1CCC[C@H]1CN1C(N)=NC[C@@H]1Cc1ccccc1)N1C[C@@H](Cc2ccccc2)N(CCCC2CCCC2)C1=N	-6%	3%	.
4	CC(C)C[C@H]1CN=C(Nc2ccccc2)N1CCc1cccc(F)c1	0%	-7%	.
5	C[C@@]12C(=O)Nc3cc(F)c(F)cc3C(=O)N1[C@H]1c3cc(Cl)ccc3OC[C@@H]1[C@@H]2c1ccccc1	4%	-22%	.
6	C=CC(=O)Nc1ccc(CN2C(=O)N(c3c(Cl)c(OC)cc(OC)c3Cl)Cc3cnc(NCCCCN(CC)CC)nc32)cc1	-28%	146%[activator]	.
7	CCC[C@@H](CN1CCC[C@H]1CN1C(N)=NC[C@@H]1Cc1ccccc1)N1C[C@@H]([C@H](C)CC)N(CCc2ccc(Cl)c(Cl)c2)C1=N	1%	93%[activator]	.
8	COC(=O)C1=C(C)N(Cc2ccccc2)C(=NCC(C)C)N[C@H]1c1cccc(C(F)(F)F)c1	-7%	104%[activator]	.
9	CC(C)(C)OC(=O)[C@H](CCCCN)NC(=O)c1[nH]cnc1C(=O)N[C@@H](Cc1ccccc1)C(=O)OCc1ccccc1	97%[activator]	197%[activator]	.
10	CS(=O)(=O)c1ccc(C(=O)OCC(=O)Nc2cccnc2Cl)cc1[N+](=O)[O-]	17%	-20%	.
11	CC(C)C[C@H]1COc2cc(NCCO)ccc2S(=O)(=O)N1	.	.	0
12	CC1(C)OC(C)(C)C(=N/O)/C1=N\N	.	.	-25
13	COC(=O)/C=C/[C@H]1CCCN1c1ccc(OC)cc1	.	.	-14
14	C[C@H]1COc2cc(N3CCCCC3)ccc2S(=O)(=O)N1	.	.	18
15	COc1ccc2c(c1)[C@@H](NC(=O)c1c(C)noc1C)[C@H](C)[C@@H](c1ccccc1)N2C(=O)NC(C)C	.	.	0
16	COc1cc(Nc2nccc3[nH]c(-c4cccc(C(C)C)c4)nc23)cc(OC)c1OC	.	.	-14
17	COC(=O)C1CCN(C2CN(Cc3cn(Cc4ccc(C(F)(F)F)cc4)nn3)S(=O)(=O)C2)CC1 (stereo not given)	.	.	-11
18	CSc1ccc(Oc2cccc3c2S(=O)(=O)N([C@H](C)c2ccccc2)C[C@@H](COCc2ccccc2)O3)cc1C	.	.	?
19	CN(Cc1ccccc1)C(=O)c1ccc(Cc2cn(C)c3ccccc23)nc1	.	.	2
20	C=CCCC1CN(Cc2ccc(OC)cc2)S(=O)(=O)c2c(Oc3ccc(F)cc3OC)cccc2O1 (stereo not given)	.	.	?
21	CN(C)C(=O)c1ccc(Cc2cn(C)c3ccccc23)nc1	.	.	3
22	COc1ccc(S[C@]2(c3nc(C)no3)CC(=O)N(C(=O)c3ccccc3)[C@@H]2c2ccc(OC)cc2)cc1	.	.	-9
23	C[C@@H]1CN([C@@H](C)CO)C(=O)CCCn2cc(nn2)CO[C@H]1CN(C)C(=O)Nc1ccc2c(c1)OCO2	.	.	-11
24	COc1cccc(CN2C(=O)[C@@H]3Cc4c([nH]c5ccccc45)C(C)(C)N3C2=O)c1	.	.	-15
25	O=C(N[C@H](Cc1ccccc1)C(O)c1nc2ccccc2[nH]1)c1cccc2ccccc12 (stereo not given in full)	.	.	-12
26	Cc1cccc(C)c1-n1nnnc1C(=O)c1cccnc1	.	.	22
27	CC(C)C[C@@H]1COc2cccc(N3CCCCC3)c2S(=O)(=O)N1	.	.	-17
28	CCOC(=O)/C=C/[C@H](CCc1ccccc1)NC(=O)C(F)(F)F	.	.	-19
29	COC(=O)C1=C(C)N(C)C(=NCc2ccccc2)NC1c1ccccc1 (stereo not given)	.	.	?
30	CC(=O)N(c1nc2ccccc2s1)N1C(=O)c2ccccc2C1=O	.	.	-5
31	O=C(c1cccc(F)c1)N1CC(=O)N2[C@@H](CO)[C@@H](c3ccc(Br)cc3)[C@@H]2C1	.	.	0
32	Cc1cc(Nc2cc(Cl)cc(Cl)c2)cc(=O)n1-c1cc(Cl)cc(Cl)c1	.	.	?
33	O=C1NC(O)(c2ccccc2)Oc2ccccc21 (stereo not given)	.	.	12
34	CCC[C@H]1[C@@H](NS(=O)(=O)c2ccc(C)cc2)CC[C@@]23CCCN2C(=O)CCC[C@@H]13	.	.	-103*
35	Cc1ccc(C2=CC(=O)N(CCN)C2)cc1	.	.	32
36	Cc1ccc(F)c(C(=O)N2CC3ON=C(c4c(F)cccc4Cl)C3C2)c1F (stereo not given)	.	.	4
37	CN1CC(=O)N/C1=N\C(=O)Nc1cccc(Cl)c1	.	.	15
38	COc1cccc(NC(=O)N(C)C[C@H]2OCc3cn(nn3)CCCC(=O)N([C@H](C)CO)C[C@@H]2C)c1	.	.	-5
39	c1ccc(CC(Nc2cccnc2)c2ccccc2)cc1 (stereo not given)	.	.	-9
40	C[C@@H]1CN([C@@H](C)CO)C(=O)CCCn2cc(nn2)CO[C@H]1CN(C)C(=O)Nc1ccc(N2CCN(C)CC2)cc1	.	.	6
41	COc1ccc(NC(=O)N(C)C[C@@H]2OCCCC[C@@H](C)Oc3ccc(NS(C)(=O)=O)cc3C(=O)N([C@H](C)CO)C[C@@H]2C)cc1	.	.	-23
42	CC(C)OC(=O)C1C(c2ccc(I)cc2)CC2CCC1N2C (stereo not given)	.	.	?
43	COc1ccc(CN2C[C@H](COCc3ccccc3)Oc3cccc(N4CCCC4)c3S2(=O)=O)cc1	.	.	-18
44	Cn1cc(-c2cc3cnc(Nc4ccc5c(c4)OCO5)cc3n2C)cn1	.	.	-7
45	CON(C)C(=O)/C=C/[C@@H](CC1CCCC1)NC(=O)C(F)(F)F	.	.	-14
46	CN(C)CC(=O)N1[C@@H]2c3ccc(C4=CCCCC4)c(=O)n3C[C@H]1[C@H](CO)[C@H]2C(=O)NCC1CC1	.	.	-16
47	COCCn1nc2ccccc2c1OC	.	.	-1
48	Cc1cc(Nc2cc(Cl)nc(Sc3ccc(NC(=O)C4CC4)cc3)n2)n[nH]1	.	.	2
49	CCOC(=O)c1cccn1C1C(=O)N(Cc2ccc3c(C)cc(=O)oc3c2)c2ccc(Cl)cc21 (stereo not given)	.	.	-13
50	CNC12CCc3cc(OC)c(OC)c(c31)-c1cc3c(cc1C2)OCO3 (stereo not given)	.	.	?

Remaining list, next part
No.	compound	AMA1-RON2 inh	AmpC inh no detg	HCMV inh
51	COc1ccc2c(c1)C(C(Nc1ccc(C)cc1)c1ccc(Cl)cc1)C(=O)N2C (stereo not given)	.	.	39
52	COCc1cc(N2CCN(C(=O)OC(C)(C)C)C[C@H]2C)ccc1N1CC[C@H](O)C1	.	.	47
53	CC(C)(C)S(=O)(=O)N1C[C@H]2CC(=O)C(CCO)=C2[C@@H]1CCO	.	.	15
54	O=C(NCCc1ccncc1)[C@@H]1[C@@H](CO)[C@@H]2Cn3c(cccc3=O)[C@H]1N2Cc1ccccc1F	.	.	24
55	COc1ccc2c(c1)[C@@H](NCc1nccs1)[C@H](C)[C@@H](c1ccccc1)N2C(=O)NC(C)C	.	.	-9
56	Cc1ccc2nc(-c3ccc(C#N)cc3)c(Cc3cccc(F)c3)n2c1	.	.	38
57	CN1C(=O)C(n2ccc3ccccc32)c2cc(OC(F)(F)F)ccc21 (stereo not given)	.	.	-9
58	Cc1[nH]c2ccccc2c1C(=O)c1c(N)[nH]c(C(=O)c2ccccc2)c1-c1ccc(Cl)cc1	.	.	6
59	C[C@H]1CCCCO[C@@H](CN(C)CC2CC2)[C@@H](C)CN([C@@H](C)CO)C(=O)c2cc(NS(=O)(=O)c3ccccc3)ccc2O1	.	.	-27
60	C[C@H](CO)N1C[C@H](C)[C@@H](CN(C)C(=O)Nc2ccc(N3CCN(C)CC3)cc2)OCc2cn(nn2)CCCC1=O	.	.	-2
61	Cc1cc(Nc2cc(F)c(F)c(F)c2)cc(=O)n1-c1cc(F)c(F)c(F)c1	.	.	-39
62	COc1cc(Nc2cc3c(cn2)nc(-c2ccco2)n3C)cc(OC)c1OC	.	.	11
63	CN1CCN(CC(=O)N2c3ccc(S(=O)(=O)NCCNC(=O)OC(C)(C)C)cc3C(=O)Nc3cccnc32)CC1	.	.	-11
64	CCCCNC(=O)c1nc2ccccc2nc1-c1ccc(F)c(F)c1	.	.	53
65	CN1OC(C)(CC(=O)NCc2ccccc2F)N=C1c1ccccc1Cl (stereo not given)	.	.	1
66	CCOC(=O)CC1(Cc2ccccc2)Oc2ccccc2O1	.	.	-35
67	CCCCNC(=O)C(C)(C)n1cc(NC(=O)Cc2ccc(F)cc2)cn1	.	.	2
68	CN1CCN(C(=O)c2cnc(Cc3c[nH]c4ccccc34)c(I)c2)CC1	.	.	-18
69	O=C(O)c1ccc(-c2noc(-c3ccccc3Cl)n2)cc1	.	.	109
70	CCOC(=O)c1sc(N2C(=O)C(O)=C(C(=O)c3ccco3)C2c2cccc(Cl)c2)nc1C (stereo not given)	.	.	-3
71	O=C(CN(CC(=O)Nc1ccc(Br)cc1)CC(=O)Nc1ccc(Br)cc1)Nc1ccc(Br)cc1	.	.	-17
72	Cc1ccc(C2=CC(=O)N(CCC(N)=O)C2)cc1	.	.	49
73	C[C@@H]1NS(=O)(=O)c2cccc(Cl)c2O[C@@H]1c1ccccc1	.	.	-20
74	CCCCOc1ccc(Cl)cc1Nc1nc(NCCO)nc(N2CCCC2)n1	.	.	-37
75	CN(CC1CCCCC1)[C@H]1CC[C@@]23CCCN2C(=O)CCC[C@H]3[C@H]1Cc1ccccc1	.	.	-20
76	CNC[C@H]1OCc2cnnn2CCCC(=O)N([C@@H](C)CO)C[C@@H]1C	.	.	-5
77	COc1ccc([C@@H]2[C@@H](C(=O)N3CCOCC3)CC(=O)N2C(=O)CCc2ccccc2)cc1	.	.	-7
78	COC(=O)[C@H](Cc1ccccc1)N1C[C@@H](N2CCC[C@H]2C)CS1(=O)=O	.	.	6
79	O=Cc1ccc([B-](F)(F)F)o1	.	.	5
80	Cc1ccccc1S(=O)(=O)N[C@H]1CC[C@@]23CCCN2C(=O)CCC[C@H]3[C@H]1C	.	.	-19

Compound profiles (already shown).
Results for `CNC[C@H]1OCc2cnnn2CCCC(=O)N([C@@H](C)CO)C[C@@H]1C` : AMA1-RON2 inh: .; AmpC inh no detg: .; HCMV inh: -5
Results for `CCCCOc1ccc(Cl)cc1Nc1nc(NCCO)nc(N2CCCC2)n1` : AMA1-RON2 inh: .; AmpC inh no detg: .; HCMV inh: -37

Entries from the list above that have an NH in an aromatic ring (7):
No.	compound	AMA1-RON2 inh	AmpC inh no detg	HCMV inh
9	CC(C)(C)OC(=O)[C@H](CCCCN)NC(=O)c1[nH]cnc1C(=O)N[C@@H](Cc1ccccc1)C(=O)OCc1ccccc1	97%[activator]	197%[activator]	.
16	COc1cc(Nc2nccc3[nH]c(-c4cccc(C(C)C)c4)nc23)cc(OC)c1OC	.	.	-14
24	COc1cccc(CN2C(=O)[C@@H]3Cc4c([nH]c5ccccc45)C(C)(C)N3C2=O)c1	.	.	-15
25	O=C(N[C@H](Cc1ccccc1)C(O)c1nc2ccccc2[nH]1)c1cccc2ccccc12 (stereo not given in full)	.	.	-12
48	Cc1cc(Nc2cc(Cl)nc(Sc3ccc(NC(=O)C4CC4)cc3)n2)n[nH]1	.	.	2
58	Cc1[nH]c2ccccc2c1C(=O)c1c(N)[nH]c(C(=O)c2ccccc2)c1-c1ccc(Cl)cc1	.	.	6
68	CN1CCN(C(=O)c2cnc(Cc3c[nH]c4ccccc34)c(I)c2)CC1	.	.	-18

Following part.
No.	compound	AMA1-RON2 inh	AmpC inh no detg	HCMV inh
81	COC(=O)C1=C(C)N(Cc2ccccc2C(F)(F)F)C(=NCc2ccc(C(F)(F)F)cc2)NC1CCc1ccccc1 (stereo not given)	.	.	38
82	O=[N+]([O-])c1ccc(Sc2nc3ccccc3[nH]2)c(Cl)c1	.	.	16
83	COc1ccc2c(c1)C(C)(CCN)C(=O)N2C (stereo not given)	.	.	-11
84	COc1ccccc1Oc1c(NS(=O)(=O)c2ccc(C(C)(C)C)cc2)nc(-c2ncccn2)nc1OCCO	.	.	-10

Assay outcomes (PubChem BioAssay)
